Source: PubChem BioAssay
Giardia kill: Giardia lamblia killing; Giardia lamblia trophozoite viability; activity change, % at 7.66 µM, hits read low; actives 0.15% (n = 340,000); AID 540267; in the data active = activity change below about -80%; inconclusive = between about -30% and that limit;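 note: parasites exposed to compound for two days anaerobically before the ATP read; % is set by controls: 0 for no effect and ±100 for the full control effect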
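Viability, read as ATP luminescence: trophozoites at 100 cells/well, compound added, 48 hrs anaerobic at 37 deg C, then 15-30 min room-temperature development before reading.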
ASM inhibitor: human S-ASM enzyme inhibition | actives 0.006% (n = 340,000) | placental ASM, HMU-PC fluorogenic substrate, 60 min | P17405 | Potency, µM (titrated, usually from 57.5 µM), inactives show top-dose activity change, negative = inhibition, actives largely listed as inhibitors; note: potency is the fitted concentration of half-maximal effect
Target sequence (P17405 47-631 limits assumed): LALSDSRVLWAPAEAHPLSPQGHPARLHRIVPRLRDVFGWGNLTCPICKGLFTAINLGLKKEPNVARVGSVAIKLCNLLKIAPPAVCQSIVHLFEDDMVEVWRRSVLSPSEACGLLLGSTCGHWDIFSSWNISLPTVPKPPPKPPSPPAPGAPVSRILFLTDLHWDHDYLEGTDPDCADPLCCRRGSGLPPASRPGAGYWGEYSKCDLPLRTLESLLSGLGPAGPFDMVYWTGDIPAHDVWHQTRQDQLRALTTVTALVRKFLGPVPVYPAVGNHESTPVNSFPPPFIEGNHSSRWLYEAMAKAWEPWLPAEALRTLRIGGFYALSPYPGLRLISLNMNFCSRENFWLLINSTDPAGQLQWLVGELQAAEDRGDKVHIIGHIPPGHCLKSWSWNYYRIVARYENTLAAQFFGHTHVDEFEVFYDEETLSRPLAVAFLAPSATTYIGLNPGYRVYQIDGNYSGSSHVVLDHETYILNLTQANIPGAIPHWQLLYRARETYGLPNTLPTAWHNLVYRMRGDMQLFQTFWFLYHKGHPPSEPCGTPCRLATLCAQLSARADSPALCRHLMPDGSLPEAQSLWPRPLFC
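Human placenta-derived ASM preincubated with compound 10 min at room temperature, then reacted with 9 uM (final) fluorogenic HMU-PC substrate for 60 min at 37 C. Stop solution raises pH to 10; fluorescence read at Ex 386/Em 447 nm.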
PKM2 activator: increases activity of human pyruvate kinase M2; P14618; purified PKM2, Kinase-Glo ATP luminescence, activation; response scale: 0% is enzyme alone, no compound; Potency, µM (doses to about 57.5 µM), for inactives: at the top dose activation, actives largely listed as activators; actives 0.34% (n = 260,000); note: potency is the fitted concentration of half-maximal effect; % is set by controls: 0 for no effect and ±100 for the full control effect; nearly all actives have a fitted effect of over 55% in size
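Purified hPK-M2 (>95%) run at intermediate activity with 0.1 mM ADP and 0.5 mM PEP in 50 mM imidazole pH 7.2, KCl, MgCl2; 1 h room temperature. ATP formed read by Kinase-Glo luminescence; normalized to uninhibited and no-enzyme controls.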
GALK inhibitor: galactokinase (human) inhibition; P51570; Purified GALK, Kinase-Glo residual ATP luminescence; Potency, µM (titrated, usually from 57.5 µM), for inactives: at the highest dose activity change, negative = inhibition, usual class: inhibitors; actives 0.007% (n = 270,000); note: potency is the fitted concentration of half-maximal effect; % is set by controls: 0 for no effect and ±100 for the full control effect
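Human GALK (5 nM) with 35 uM ATP and 100 uM galactose in 20 mM HEPES pH 8.0, 5 mM MgCl2, 60 mM NaCl, 1 mM DTT, 0.01% BSA. After 1 h at room temperature, leftover ATP was read by Kinase-Glo Plus luminescence.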
Coupling enz: coupling enzyme interference in Giardia aldolase counter-screen; AID 2472; activity change, negative = inhibition, % at 58.2 µM, hits read low; coupling enzyme system counterscreen, AmpLite Red fluorescence; actives 0.67% (n = 290,000); in the data active = activity change below about -30%; note: % is set by controls: 0 for no effect and ±100 for the full control effect
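First, compound is pin-transferred into glyceraldehyde-3-phosphate coupling-enzyme reagent at 57.5 uM final and held 10 min at RT. Next, substrate, coupling system and AmpLite Red are added. After 20 min RT, fluorescence (525/598 nm) is read.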
Chronic BCR inh: inhibitors of chronic active B-cell receptor signaling. AID 493014. ABC-DLBCL IkBa-CBG/CBR reporter, luminescence ratio, 4 h. Potency, µM (doses to about 46.1 µM), for the others: at the highest dose ratio change, negative = lower green/red ratio, hits mostly inhibitors. actives 0.05% (n = 340,000); active = well fitted inhibition curve with a large enough effect in the signal ratio, with a control signal flat, not every such curve was filed as active; inconclusive = small, poorly fitted or top-dose-only effect, or effect the other way, or a change in a side signal; the % refers to the signal ratio;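 note: potency is the fitted concentration of half-maximal effect; plate controls were basal doxycycline-induced cells for no effect and cells given 10 µM MG132 for full effect; MG132 reads +100%, hits lower the ratio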
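Doxycycline induced both beetle luciferases in TMD8 lymphoma cells; IKK-driven degradation limits the IkappaBalpha-fused green signal, while red luminescence normalises for cell number and nonspecific effects. Compounds tested up to 46 uM, 4 hrs.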
PTAP TSG101 blk: blocks PTAP/TSG101 interaction to inhibit HIV-1 budding. Q99816. Fluorescence polarization, FITC-PTAP peptide / Tsg101 binding. Potency, µM (titrated, usually from 115 µM), for the others: at the top dose activity change, negative = inhibition, actives largely listed as inhibitors. 340,000 tested, under 10 active; active = well fitted inhibition curve with a large enough effect in the main read-out, with a control signal flat, not every such curve was filed as active; inconclusive = small, poorly fitted or top-dose-only effect, or effect the other way, or a change in a side signal; inactive = no such curve, though single readings can be large or run the other way; note: potency is the fitted concentration of half-maximal effect; % of control where 0% means no effect
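Steps: Tsg101 binding domain dispensed (10 uM final), compounds pinned in DMSO, FITC-labeled PTAP-motif peptide added (50 nM final); after 20 min binding at room temperature, polarization measured.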
Integrin act MD: activators of alpha7 integrin expression for muscular dystrophy; alpha7betagal myoblasts, beta-gal FDG fluorescence, 48 h; Potency, µM (highest dose often 38.3 µM), for the others: top-dose activation, usual class: activators; actives 0.064% (n = 350,000); AID 624291;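 note: potency is the fitted concentration of half-maximal effect; 100% = response of the positive control SU9516; nearly all actives have a fitted effect of over 60% in size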
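alpha7betagal+/- myoblasts (passage 13, 250/well) treated 48 h at 37C with compounds at 1:260 dilution of DMSO stock. Lysed, then beta-galactosidase activity read as FDG fluorescence (ex 480/em 540) after 30 min, with pre-read for autofluorescence.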
Tb PFK inh: inhibitors of T. brucei phosphofructokinase | O15648 | T. brucei PFK, ADP-Glo luminescence | Potency, µM (highest dose often 57.5 µM), for the others: at the highest dose activity, negative = inhibition, hits mostly inhibitors | actives 0.17% (n = 330,000) | AID 485367;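 note: potency is the fitted concentration of half-maximal effect; 0% = uninhibited 1x PFK enzyme wells and -100% = no-enzyme wells; nearly all actives have a fitted effect of over 60% in size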
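PFK 1.25 nM, F6P 0.5 mM, ATP 0.1 mM, 0.1 M TEA pH 8.0, 5 mM MgCl2, 0.01% Tween20, 0.1% BSA; 45 min RT. ADP-Glo readout. qHTS titration up to 57 uM; curves fitted, compounds curve-classed.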
Menin MLL FP TR: inhibitors of human menin-MLL interaction, mutant MLL peptide; O00255; Menin + Texas Red MLL mutant peptide, fluorescence polarization; Potency, µM (titrated, usually from 61.6 µM), inactives show at the highest dose FP activity change, negative = inhibition, usual class: inhibitors; actives 0.23% (n = 270,000); AID 1768; active = well fitted inhibition curve with a large enough effect in the polarisation, with a control signal flat, not every such curve was filed as active; inconclusive = small, poorly fitted or top-dose-only effect, or effect the other way, or a change in a side signal; inactive = no such curve, though single readings can be large or run the other way; the % refers to the polarisation; note: potency is the fitted concentration of half-maximal effect; % of control where 0% means no effect; many of its hits are not listed in these tables
B2AR arrestin: agonists driving beta-arrestin recruitment to human beta2-adrenergic receptor. P07550. beta-arrestin recruitment to beta2AR, cell-based reporter. Potency, µM (titrated, usually from 46.1 µM), inactives show top-dose activation, actives largely listed as activators. actives 0.02% (n = 330,000). AID 492947;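 note: potency is the fitted concentration of half-maximal effect; 0% = DMSO controls and full agonism = EC100 isoproterenol or metaproterenol; nearly all actives have a fitted effect of over 65% in size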
Target sequence (P07550 whole entry, looked up): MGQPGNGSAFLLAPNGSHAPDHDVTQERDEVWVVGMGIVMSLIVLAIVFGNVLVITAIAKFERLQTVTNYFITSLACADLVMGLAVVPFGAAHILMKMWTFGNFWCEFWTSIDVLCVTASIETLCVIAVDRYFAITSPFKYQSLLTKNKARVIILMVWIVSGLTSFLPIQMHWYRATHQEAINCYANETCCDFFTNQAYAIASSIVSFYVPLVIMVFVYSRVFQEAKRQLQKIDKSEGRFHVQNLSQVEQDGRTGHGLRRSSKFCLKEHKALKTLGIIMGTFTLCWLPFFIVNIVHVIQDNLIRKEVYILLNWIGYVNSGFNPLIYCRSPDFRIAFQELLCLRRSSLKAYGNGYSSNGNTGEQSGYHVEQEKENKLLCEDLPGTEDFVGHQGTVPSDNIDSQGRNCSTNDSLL
Numbers without * were called inactive; ? = inconclusive; . = no result given; [ ] = dose if it differs, or a comment. Unless noted, calls come from the whole dose curve; as a rule, active = well fitted curve in the direction sought with a large enough effect; inconclusive = small, poorly fitted or top-dose-only effect, or another doubt; inactive = no such curve, though single readings can be large; an effect the other way counts as inactive or inconclusive.

item	compound	GALK inhibitor	Integrin act MD	PKM2 activator	Chronic BCR inh	ASM inhibitor	Tb PFK inh	Giardia kill	Coupling enz	PTAP TSG101 blk	Menin MLL FP TR	B2AR arrestin
1	COc1cc(S(=O)(=O)n2ccnc2)ccc1Br	-1.1%	-4.3%	-8.0%	?	0.0%	1.7%	-16.4	0.1	-1.7%	0.4%	0.1%
2	O=C(Oc1ccc(=O)n(-c2ccccc2)n1)c1ccc(F)cc1	12.9%	?	0.1%	-13.5%	4.8%	-17.2%	-2.7	0.7	-3.1%	24.5%	0.2%
3	COc1ccc(NC(=O)CSc2nc3sc4c(c3c(=O)n2-c2ccc(OC)cc2)CCN(C)C4)cc1	-2.1%	-11.6%	1.4%	?	0.8%	1.4%	-11.2	-2.7	-2.0%	-11.7%	0.1%
4	Cc1cccc(/C=N/NC(=O)c2ccc(Br)cc2)c1	0.4%	5.3%	0.2%	?	-1.8%	-23.9%	-15.8	-0.6	-0.8%	2.3%	-0.2%
5	CC1Cc2cc(C(=O)O)ccc2O1 (centres undefined)	1.5%	8.8%	-6.2%	-2.7%	-5.2%	-3.7%	16.2	1.4	-1.7%	0.2%	0.5%
6	COc1ccc(OC)c(S(=O)(=O)CC(O)CS(=O)(=O)c2ccccc2)c1 (centres undefined)	4.4%	6.7%	-2.7%	-0.2%	4.8%	-8.5%	-16.4	.	-0.9%	.	0.1%
7	Cc1c(Cl)cccc1NC(=O)c1ccccc1-c1ccccc1C(=O)O	2.5%	2.3%	-0.1%	7.0%	1.7%	-1.4%	-10.3	13.4	-8.6%	19.7%	0.5%
8	C#CCOC(=O)c1ccccc1C(=O)n1nnc2ccccc21	0.5%	0.0%[7.66 µM]	-4.3%	?	-3.8%	-1.8%	-9.0	-8.6	-8.4%	-16.2%	-0.4%
9	CC(C)OC(=O)CN1C(=O)C(C)(C)Oc2ccc(C(=O)NC(C)(C)C)cc21	0.4%	4.9%	0.5%	0.7%	0.5%	2.5%	-6.3	1.1	-11.4%	21.4%	-0.3%
10	O=C(Nc1ccccc1)OCc1ccccn1	2.1%	-0.5%	-1.3%	-9.5%	6.6%	-2.9%	0.9	-1.4	-5.5%	0.4%	0.3%
11	O=C(c1ccco1)N1CCC(N2CCN(c3ccccc3)CC2)CC1	-0.8%	4.5%	-0.2%	1.4%	0.7%	-1.9%	13.2	0.5	-0.5%	.	-0.2%
12	O=C(C1CC1)N1CCc2cc(S(=O)(=O)NCCC3=CCCCC3)ccc21	.	1.0%	1.6%	-2.3%	-8.2%	-1.4%	6.5	-2.2	-4.2%	21.5%	0.2%

Entries of single compounds as entered above. Order of screens: GALK inhibitor, Integrin act MD, PKM2 activator, Chronic BCR inh, ASM inhibitor, Tb PFK inh, Giardia kill, Coupling enz, PTAP TSG101 blk, Menin MLL FP TR, B2AR arrestin
`COc1ccc(OC)c(S(=O)(=O)CC(O)CS(=O)(=O)c2ccccc2)c1` (centres undefined) across the screens: 4.4%, 6.7%, -2.7%, -0.2%, 4.8%, -8.5%, -16.4, ., -0.9%, ., 0.1%
`Cc1cccc(/C=N/NC(=O)c2ccc(Br)cc2)c1` across the screens: 0.4%, 5.3%, 0.2%, ?, -1.8%, -23.9%, -15.8, -0.6, -0.8%, 2.3%, -0.2%

Just Menin MLL FP TR, ASM inhibitor and GALK inhibitor, for some of the entries so far:
no. | Compound | Menin MLL FP TR | ASM inhibitor | GALK inhibitor
6 | COc1ccc(OC)c(S(=O)(=O)CC(O)CS(=O)(=O)c2ccccc2)c1 (centres undefined) | . | 4.8% | 4.4%
7 | Cc1c(Cl)cccc1NC(=O)c1ccccc1-c1ccccc1C(=O)O | 19.7% | 1.7% | 2.5%
8 | C#CCOC(=O)c1ccccc1C(=O)n1nnc2ccccc21 | -16.2% | -3.8% | 0.5%
9 | CC(C)OC(=O)CN1C(=O)C(C)(C)Oc2ccc(C(=O)NC(C)(C)C)cc21 | 21.4% | 0.5% | 0.4%
10 | O=C(Nc1ccccc1)OCc1ccccn1 | 0.4% | 6.6% | 2.1%
11 | O=C(c1ccco1)N1CCC(N2CCN(c3ccccc3)CC2)CC1 | . | 0.7% | -0.8%

The list goes on.
item	compound	GALK inhibitor	Integrin act MD	PKM2 activator	Chronic BCR inh	ASM inhibitor	Tb PFK inh	Giardia kill	Coupling enz	PTAP TSG101 blk	Menin MLL FP TR	B2AR arrestin
13	COC(=O)CC/C(O)=C1\C(=O)CC(C)(C)CC1=NCCc1nc2ccccc2[nH]1	0.1%	0.0%	-1.2%	1.7%	2.9%	-4.3%	-28.4	2.4	-2.2%	-0.5%	0.0%
14	CC1CCCCN1CCNC(=O)c1cc2c(=O)n(C)c3ccccc3c2n1C (centres undefined)	-0.2%	?	6.1%	?	-3.0%	0.1%	-12.2	-1.3	-5.3%	-4.0%[11.7 µM]	0.1%
15	O=c1c2ccccc2nc2c3ccccc3c3nncn3n12	-0.7%	2.0%	-0.4%	-0.3%	20.8%	0.0%	-15.1	-1.0	-2.0%	8.9%	0.1%
16	COc1cccc(C2=NOC(C(=O)Nc3cc(C)on3)C2)c1OC (centres undefined)	.	20.8%	-2.6%	0.4%	0.6%	0.0%	-4.6	3.1	-0.7%	.	-0.1%
17	COc1cc(OC)c(C2=NOC(C(=O)NCc3ccc4c(c3)OCO4)C2)cc1Cl (centres undefined)	-0.5%	1.6%	-1.0%	-14.3%	-5.4%	-11.2%	-11.5	-4.4	-1.4%	-27.6%	0.3%
18	CC1(C)C(=O)Nc2ccccc2N1C(=O)COc1cc(Cl)ccc1Cl	.	-38.3%	.	-0.4%	-0.2%	1.6%	38.3[activator]	.	0.3%	.	0.0%
19	CC(C)OC(=O)CSc1nc2ccccc2s1	-0.5%	-4.3%	3.7%	?	-0.3%	-0.8%	6.2	-5.4	-3.3%	-26.8%	-0.3%
20	COc1ccc(C(=O)NCc2nnc(SCC(=O)NC3CCCCC3)n2C)cc1	-0.2%	-22.2%	-11.2%	6.6%	10.6%	-1.6%	-2.7	1.2	-2.6%	23.2%	0.1%
21	CC1CN(CC(=O)Nc2ccccc2Sc2ccccc2)CC(C)O1 (centres undefined)	0.4%	0.4%	-6.5%	6.4%	-2.5%	-6.5%	7.9	5.5	-6.2%	-5.6%	0.1%
22	Cc1ccc(NC(=O)c2ccc(OC(=O)COc3ccc(Cl)c(C)c3)cc2)cc1	0.2%	26.5%	-1.4%	?	0.4%	5.7%	7.9	2.1	-3.3%	-18.7%	-0.2%
23	CCOc1cc(CN2CCN(c3cccc(C(F)(F)F)c3)CC2)ccc1O	1.5%	-60.6%[inhibitor]	1.1%	?	-0.2%	-1.1%	7.8	-4.2	1.0%	-2.6%	0.0%

Single entries from the results shown:
In GALK inhibitor, compound 6 shows 4.4%
In GALK inhibitor, compound 21 shows 0.4%

This is a subset (hit frequency here may not be typical).
